# Screening data: PubChem, The Scripps Research Institute Molecular Screening Center
# ASAP1 inh: inhibitors of human ASAP1 ArfGAP activity, primary screen, biochemical, fluorescence polarization; ASAP1-stimulated ARF1 GTP hydrolysis, GDP FP detection; AID 624377, 2012; inhibition, % at 16.5 µM; actives 0.19% (n = 360,000); in the data active means inhibition above about 25%;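 further: 0% = vehicle with enzyme and substrate and 100% = no enzyme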
# Tn6 DDE FP: inhibitors of Tn6 peptide binding to fibrin DD(E), primary screen, biochemical, fluorescence polarization, human fibrin, Tn6 probe; Fibrinogen beta chain (Homo sapiens), P02675; Fibrin DD(E) TRITC-Tn6 fluorescence polarization displacement; inhibition, % at 8.3 µM; actives 0.21% (n = 370,000);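 active means inhibition above a per-campaign cutoff: mean of compounds within control limits plus 3 SD, cut at about 15% in these data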;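 further: 0% = median of all compound wells on the plate and 100% = blocking peptide control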
# ARFGAP1 inhibitor: inhibitors of rat ARFGAP1 GAP activity, primary screen, biochemical, fluorescence polarization, GDP tracer; Arfgap1-stimulated ARF1 GTP hydrolysis, GDP FP detection; inhibition, % at 16.5 µM; ADP-ribosylation factor GTPase-activating protein 1 (Rattus norvegicus), Q62848; actives 0.26% (n = 360,000);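 active means inhibition above a per-plate limit, mean inhibition of low control wells plus 3 SD, cut at about 25% in these data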;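 further: 0% = DMSO wells with enzyme and 100% = wells lacking Arfgap1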
# Target sequence (Q62848 1-136 limits assumed): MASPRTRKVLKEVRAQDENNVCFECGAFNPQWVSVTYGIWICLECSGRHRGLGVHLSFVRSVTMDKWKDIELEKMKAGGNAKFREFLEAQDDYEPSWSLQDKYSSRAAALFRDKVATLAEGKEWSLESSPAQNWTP
#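 Replicates: Single well per compound | Assay system: Truncated rat Arfgap1 GAP domain | Control set: No-Arfgap1 wells (100%) versus DMSO full-reaction wells (0%) | Times: Enzyme reaction 120 min at 25 °C after 20 min preincubation | Reagent: Human ARF1(Δ1-17)-GTP substrate | Measured by: Tracer-displacement fluorescence polarization with EDTA stop, 620/688 nm | Measure: Percent inhibition of Arfgap1-stimulated GTP hydrolysis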
# Tn7 DDE FP: inhibitors of Tn7 peptide binding to fibrin DD(E), primary screen, biochemical, fluorescence polarization, human fibrin, Tn7 probe | Fibrinogen beta chain (Homo sapiens), P02675 | FP displacement of FITC-Tn7 peptide from fibrin DD(E); 0% = median of compound wells per plate | inhibition, % at 8.3 µM | actives 0.13% (n = 370,000);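 active means inhibition above the mean of compounds falling within the control limits plus 3 SD of them, cut at about 14% in these data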;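 further: 0% = plate median of compound wells and 100% = 10 µM Aha-Tn7 peptide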
#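 Assay system: human fibrin DD(E). Input: DD(E) 2 µM final. Medium: Tris buffer with calcium and detergent, pH 7.8. Compound dosing: single point at 8.3 µM. Timing: 10 min plus 3 h, room temperature. Technique: fluorescence polarization of the labelled Tn7 tracer. Read-out: percent inhibition. Replicates: singlicate testing.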
# PLCb3 inh: human PLC-beta3 inhibitors, primary screen, biochemical, fluorescence | Purified PLC-beta3, fluorogenic substrate | inhibition, % at 12.2 µM | actives 0.18% (n = 370,000) | AID 720704, 2013; in the data active means inhibition above about 11%;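 further: 0% = median of compound wells on plate and 100% = full blocker control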
# ADAM17 inh: ADAM17 inhibitors, primary screen, biochemical, QFRET | Disintegrin and metalloproteinase domain-containing protein 17 (Homo sapiens), P78536 | recombinant ADAM17, EDANS/DABCYL FRET peptide cleavage | inhibition, % at 6.95 µM | actives 0.83% (n = 370,000) | AID 720648, 2013;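 active means inhibition above the mean of compounds lying between control limits plus 3 SD, set per campaign, cut at about 8.5% in these data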;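 further: 0% = DMSO-only wells as the low control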
# MBD2 DNA inh: inhibitors of MBD2 binding to methylated DNA, primary screen, biochemical, TR-FRET, DNA-binding domain, human; actives 0.31% (n = 370,000); inhibition, % at 4.4 µM; MBD2 binding to methylated oligonucleotide; in the data active means inhibition above about 13%
# UHRF1 MBD2 ctr: UHRF1 methylated DNA binding inhibitors, primary screen, counter-screen for MBD2 inhibitor project, biochemical, TR-FRET, human UHRF1, single concentration. E3 ubiquitin-protein ligase UHRF1 (Homo sapiens), Q96T88. UHRF1 binding to methylated oligo. inhibition, % at 4.4 µM. actives 0.75% (n = 370,000). AID 687016, 2013; in the data active means inhibition above about 21%;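 further: UHRF1 SRA domain binding a hemimethylated CpG hairpin DNA probe; 0% = median of test compound wells and 100% = reference inhibitor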
# Target sequence (Q96T88 whole entry, looked up, the tested form may be a part): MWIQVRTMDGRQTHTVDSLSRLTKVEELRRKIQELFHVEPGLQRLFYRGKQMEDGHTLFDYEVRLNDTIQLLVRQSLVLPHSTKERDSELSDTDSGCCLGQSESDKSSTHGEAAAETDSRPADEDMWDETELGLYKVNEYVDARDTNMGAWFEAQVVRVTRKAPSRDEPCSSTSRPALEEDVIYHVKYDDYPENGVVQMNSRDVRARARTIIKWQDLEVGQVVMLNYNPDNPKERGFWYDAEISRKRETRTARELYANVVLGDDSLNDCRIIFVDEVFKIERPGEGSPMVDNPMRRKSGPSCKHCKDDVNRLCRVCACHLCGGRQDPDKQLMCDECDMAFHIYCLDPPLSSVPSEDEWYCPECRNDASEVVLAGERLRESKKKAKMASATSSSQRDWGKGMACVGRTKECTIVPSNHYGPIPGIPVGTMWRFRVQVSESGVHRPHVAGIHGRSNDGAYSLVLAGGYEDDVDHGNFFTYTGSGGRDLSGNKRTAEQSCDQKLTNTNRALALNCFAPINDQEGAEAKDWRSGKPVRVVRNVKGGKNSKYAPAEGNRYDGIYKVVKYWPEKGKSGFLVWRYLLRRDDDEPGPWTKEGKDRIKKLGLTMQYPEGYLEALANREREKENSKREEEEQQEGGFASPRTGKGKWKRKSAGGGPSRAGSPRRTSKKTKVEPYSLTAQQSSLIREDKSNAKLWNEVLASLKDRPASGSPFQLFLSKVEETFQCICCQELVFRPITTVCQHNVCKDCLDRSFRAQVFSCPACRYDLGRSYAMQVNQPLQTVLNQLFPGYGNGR
# proKLK7 act: proKLK7 zymogen activators, primary screen, biochemical, fluorescence intensity | Kallikrein-7 (Homo sapiens), P49862 | purified proKLK7, EDANS-DABCYL substrate fluorescence; 100% is mature enzyme control, 0% vehicle | activation, % at 7 µM | actives 0.9% (n = 370,000) | AID 652039, 2013;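 active means activation above the mean of all tested compounds plus 3 SD, computed per campaign excluding outliers beyond control limits, cut at about 13% in these data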
# PLCg1 inh: PLC-gamma1 enzyme inhibitors, primary screen, biochemical, fluorescence, purified enzyme; inhibition, % at 12.2 µM; actives 0.84% (n = 370,000); 1-phosphatidylinositol 4,5-bisphosphate phosphodiesterase gamma-1 (Homo sapiens), P19174; fluorogenic substrate; AID 720700, 2013; in the data active means inhibition above about 9.5%
# * hit, by the source's call; i = inactive.
no.	canonical_smiles	ASAP1 inh	ADAM17 inh	PLCg1 inh	Tn6 DDE FP	ARFGAP1 inhibitor	MBD2 DNA inh	PLCb3 inh	proKLK7 act	UHRF1 MBD2 ctr	Tn7 DDE FP
1	COc1ccc(OC)c(C2NC(=S)NC3=C2N2CCC3CC2)c1 (configuration not stated)	-10	-3	1	1	-2	0	-8	0.7	1	-2
2	Oc1ccccc1C=NNC(=S)Nc1ccc(F)cc1	5	-7	-116	4	11	-1	-142	-39	-9	-1
3	C=CCNC(=O)c1ccc2c(c1)nnn2C	15	2	-2	3	-9	-1	2	-0.8	-1	-4
4	CC(=O)Nc1ccc(NC(=O)CC2(CC(=O)N3CCOCC3)CCCC2)cc1	5	-3	0	13	-9	0	-8	0.0	4	8
5	O=C(c1cccnc1)N1CCN(Cc2ccc3ccccc3c2)CC1	5	-2	0	1	0	2	-1	-0.2	-4	6
6	CC(C)(C)C(=O)COC(=O)c1ccccc1O	5	-4	-2	-1	6	4	-3	0.6	0	-5
7	Cn1c(SCC(=O)NNC(=O)c2ccccc2Br)nnc1C(F)(F)F	3	1	-1	2	-11	4	-1	0.3	-1	-2
8	CCSc1nc(CC)c2c(c1C#N)CCCC2	-1	-1	2	-4	-6	-1	6	0.1	0	0
9	O=C1CC(/C=C/c2ccncc2)=Nc2ccccc2N1	11	-10	-15	-4	16	-2	-24	0.7	3	-2
10	O=C(NCC1(N2CCOCC2)CCCCC1)c1ccc(S(=O)(=O)Nc2ccccc2F)cc1	-3	2	-2	-8	14	2	-6	0.1	3	-2
11	CO/N=C/NC(=O)NOCc1ccc(Cl)cc1Cl	-11	-3	0	13	-4	1	-4	-0.2	-1	2
12	Cc1nn(C)cc1CN1CCCC(C(=O)c2ccc(-c3ccccc3)cc2)C1 (configuration not stated)	-5	2	6	-5	3	-3	3	-0.4	-1	-1
13	CC(=O)N(Cc1cc2cc(C)ccc2[nH]c1=O)c1cccc(C)c1C	14	-10	-1	7	0	2	-14	0.8	0	3
14	Clc1nnc2c3ccccc3ccn12	7	-2	0	4	18	1	3	0.1	-2	3
15	Cc1ccc(N=C2N=C(N)c3ccccc32)c(C)c1	-1	-1	-4	-4	-1	6	-2	0.3	0	10
16	O=C(NCc1ccco1)c1ccc2c(c1)C(=O)c1ccccc1-2	-1	-2	-1	-1	-3	-6	-1	-0.3	-18	2
17	Fc1ccc2cc(-c3cccnc3)ncc2c1	-10	-5	0	-2	-8	-7	0	0.0	-4	-4
18	Cc1sc2ncnc(NCCc3ccc(S(N)(=O)=O)cc3)c2c1C	7	1	-2	3	0	2	2	-0.4	-2	1
19	CC(=O)Nc1ccc(SCC(=O)NC(=O)c2ccc(S(=O)(=O)N(C)C)cc2)cc1	-5	2	4	3	2	4	-2	0.3	-1	8
20	Nc1ccc(-c2cnc(-c3ccc(N)cc3)nc2)cc1	24	-7	-84	-8	-4	-6	-97	-0.1	-12	1
21	C[C@H]1CN([C@@H](C)CO)C(=O)CCCn2nncc2CO[C@H]1CN(C)C(=O)Nc1ccccc1	7	6	5	11	0	-3	3	1.1	0	4
22	COc1ccc(OC)c(S(=O)(=O)Nc2ccc3oc(C)c(C(C)=O)c3c2)c1	8	2	-1	6	3	-2	-9	-0.3	4	2
23	CCOC(=O)C1=C(C)N=C2SCCC(=O)N2[C@@H]1/C=C/c1ccccc1	-1	-4	-4	-2	4	-7	-4	-0.8	1	9
24	CCCCn1c2ccc(F)cc2c2nnc(SCCN3CCCCC3)nc21	-2	-4	-4	-12	8	3	-11	-1.0	2	-3
25	C#CCOCCOCCOCCNc1nc(N2CCN(C(=O)Cn3cc(CC(C)O)nn3)CC2)nc(N2CCN(C(=O)[C@H]([C@@H](C)CC)n3cc(CCCCN)nn3)CC2)n1 (some centres not stated)	-3	-4	-1	0	1	-2	0	0.6	9	7
26	CCOC(=O)c1[nH]c(CN2CCN(c3ccc(OC)cc3)CC2)c(C(=O)OCC)c1C	1	-3	-4	-3	9	9	-12	0.2	5	8
27	Cc1ccnc(NC(=S)NC(=O)/C=C/c2ccccc2)c1	-9	-9	-7	-4	4	-2	-4	1.4	1	0
28	COc1ccc(NS(=O)(=O)c2ccc3c(c2)n(C)c(=O)n3C)cc1	-3	-1	3	1	1	6	6	0.2	-1	-9
29	CCOc1ccc(-c2nnn(CC(=O)NCc3ccccc3)n2)cc1	17	-5	5	-5	14	6	-2	0.2	3	-2
30	O=c1[nH][nH]c2c1[C@H](c1ccc(Cl)cc1)O[C@H](C1CCCC1)C2	1	-1	0	0	4	0	1	0.0	-6	3
31	O=C(Nc1ccnn1C1CCN(C(=O)c2ccc(Cl)cc2)CC1)C1CC1	11	0	1	7	2	-2	-3	0.5	1	-4
32	CCCNC(=O)C1(C)CCCN(C(=O)c2cc3ccccc3s2)C1 (configuration not stated)	-3	-6	-3	1	-8	3	-1	0.6	-1	5
33	CCCCn1c(N)c(N(CCOC)C(=O)CN(C)CC(=O)Nc2ccc(Cl)c(Cl)c2)c(=O)[nH]c1=O	6	-7	-2	4	9	1	-13	-0.5	1	4
34	C=CCN(CC=C)CCOc1cc(C)ccc1[N+](=O)[O-]	25*	2	0	-1	-8	2	1	0.2	1	3
35	CCOCCCNC(=O)C(NC(=O)CNC(=O)c1ccccc1)c1ccc(OC)cc1 (configuration not stated)	-15	-4	2	-3	2	-5	-3	-0.5	-1	-2
36	O=c1c(C(c2ccccc2)c2c(O)nc3n(c2=O)CCCS3)c(O)nc2n1CCCS2	9	-2	1	-1	0	4	2	0.5	-3	-3
37	C/C(=N\NC(=O)COc1ccc(C(C)(C)C)cc1)c1cc2ccccc2o1	4	-2	-1	3	12	5	1	0.3	8	-3
38	COCCCN(CCCN)Cc1ccco1	0	-5	5	-2	5	5	0	-0.2	1	4
39	Cc1ccc(S(=O)(=O)/N=C(\c2ccc(Cl)cc2)N2CCOCC2)cc1	-6	-3	0	2	-6	-1	2	0.2	-2	-3
40	Cc1cc(O)ccc1N/C=C/c1onc(C)c1[N+](=O)[O-]	5	-2	-7	14	13	1	-22	0.8	0	3

# One compound at a time (already shown). Values in the order: ASAP1 inh	ADAM17 inh	PLCg1 inh	Tn6 DDE FP	ARFGAP1 inhibitor	MBD2 DNA inh	PLCb3 inh	proKLK7 act	UHRF1 MBD2 ctr	Tn7 DDE FP
# Cc1ccc(S(=O)(=O)/N=C(\c2ccc(Cl)cc2)N2CCOCC2)cc1 across the screens: -6	-3	0	2	-6	-1	2	0.2	-2	-3
# COCCCN(CCCN)Cc1ccco1 across the screens: 0	-5	5	-2	5	5	0	-0.2	1	4

# (further entries)
no.	canonical_smiles	ASAP1 inh	ADAM17 inh	PLCg1 inh	Tn6 DDE FP	ARFGAP1 inhibitor	MBD2 DNA inh	PLCb3 inh	proKLK7 act	UHRF1 MBD2 ctr	Tn7 DDE FP
41	COc1ccc2cc(C3CC=C(CO)CN3S(=O)(=O)c3ccccc3[N+](=O)[O-])n(C(=O)OC(C)(C)C)c2c1 (configuration not stated)	0	4	3	2	8	0	4	1.1	1	-1
42	CC(Sc1nc(=O)cc(N)n1CCc1ccccc1)C(=O)NCc1ccccc1 (configuration not stated)	-4	-14	-6	4	-1	0	-10	0.3	1	6
43	COc1ccc(-c2cn3ccccc3n2)cc1	-6	-98	-26	-9	4	3	-46	1.4	0	5
44	CCn1c(SCC(=O)NCCc2ccccc2)nnc1-c1ccco1	5	-2	-1	-5	8	-3	-1	0.2	0	-6
45	CC(C)(C)c1ccc(S(=O)(=O)NC(=O)C2(C)CCN2C(=O)C2CC2)cc1 (configuration not stated)	-2	-3	-2	-6	10	-3	0	0.0	0	4
46	COc1ccc(/C(O)=C2\C(=O)C(=O)N(CCN(C)C)C2c2cccc(OC)c2OC)cc1Cl (configuration not stated)	7	-5	-1	5	-1	-2	-4	-0.4	0	8
47	CSCC[C@H](NC(=O)Nc1ccc(S(N)(=O)=O)cc1)C(=O)O	4	-4	-1	-3	0	2	-4	0.5	1	6
48	CC1Cc2ccccc2N1C(=O)COC(=O)c1c2c(nc3ccccc13)CCCCC2 (configuration not stated)	-1	2	3	-5	4	4	3	-0.2	-3	1
49	CCOC(=O)c1cc(-c2cccs2)nc2onc(C)c12	6	-139	-440	-8	0	1	i	18*	2	-2
50	COc1ccc(CNC(=O)C[C@H]2C(=O)N(C3CCCCC3)C[C@@H]2Cc2ccccc2)cc1	-1	-3	0	6	-7	-2	0	-0.1	0	-2

# Entries above that have a Cl atom, in the order listed:
no.	canonical_smiles	ASAP1 inh	ADAM17 inh	PLCg1 inh	Tn6 DDE FP	ARFGAP1 inhibitor	MBD2 DNA inh	PLCb3 inh	proKLK7 act	UHRF1 MBD2 ctr	Tn7 DDE FP
11	CO/N=C/NC(=O)NOCc1ccc(Cl)cc1Cl	-11	-3	0	13	-4	1	-4	-0.2	-1	2
14	Clc1nnc2c3ccccc3ccn12	7	-2	0	4	18	1	3	0.1	-2	3
30	O=c1[nH][nH]c2c1[C@H](c1ccc(Cl)cc1)O[C@H](C1CCCC1)C2	1	-1	0	0	4	0	1	0.0	-6	3
31	O=C(Nc1ccnn1C1CCN(C(=O)c2ccc(Cl)cc2)CC1)C1CC1	11	0	1	7	2	-2	-3	0.5	1	-4
33	CCCCn1c(N)c(N(CCOC)C(=O)CN(C)CC(=O)Nc2ccc(Cl)c(Cl)c2)c(=O)[nH]c1=O	6	-7	-2	4	9	1	-13	-0.5	1	4
39	Cc1ccc(S(=O)(=O)/N=C(\c2ccc(Cl)cc2)N2CCOCC2)cc1	-6	-3	0	2	-6	-1	2	0.2	-2	-3
46	COc1ccc(/C(O)=C2\C(=O)C(=O)N(CCN(C)C)C2c2cccc(OC)c2OC)cc1Cl (configuration not stated)	7	-5	-1	5	-1	-2	-4	-0.4	0	8
